# High-throughput results deposited in PubChem BioAssay by National Center for Advancing Translational Sciences (NCATS).
# HT1080-NT tox: qHTS for induction of synthetic lethality in tumor cells producing 2HG: qHTS for the HT-1080-NT fibrosarcoma cell line; 360,000 compounds, 1.6% hits; HT-1080-NT fibrosarcoma viability, CellTiter-Glo ATP luminescence, 48 h; Potency, µM (titrated, usually from 46.1 µM), for the others: at the top dose activity, negative = less viability, most hits filed as cytotoxic; AID 686970, 2013;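 further: NT is the 2HG producing partner of a matched IDH1 knockdown line; potency means the concentration at half of the fitted maximal effect; 0% = DMSO-treated cells and -100% = media-only wells without cells; nearly all actives have a fitted effect of over 55% in size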
#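 Read-out is CellTiter-Glo luminescence after 10 minutes at room temperature, following 48 hours' compound treatment of HT-1080-NT cells (750 cells/well, RPMI, 5% FBS, 37 degrees C).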
# SW480 rereplic: A quantitative high throughput screen for small molecules that induce DNA re-replication in SW480 colon adenocarcinoma cells | SW480 DNA re-replication, Hoechst DNA content imaging, 48 h | Potency, µM (series often up to 46.1 µM), inactives show at the top dose re-replication activation, hits mostly activators | 340,000 compounds, 1.8% hits | AID 624297, 2012; further: potency means the concentration at half of the fitted maximal effect; % of control where 0% means no effect; nearly all actives have a fitted effect of over 55% in size
#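 Image-based read-out: total Hoechst fluorescence of nuclei (405 nm excitation, 500-530 nm emission), with hits raising the fraction of high-intensity nuclei. SW480 colon cells incubated 48 hr with compounds at 37 C.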
# KB-V1 MDR tox: qHTS assay for MDR1-selective chemotherapeutics: Primary screen using the drug-selected MDR subline cells KB-V1; 400,000 compounds, 3.4% hits; AID 1347076, 2019; KB-V1 MDR cells viability, CellTiter-Glo, 72 h; Potency, µM (top dose mostly 46.1 µM), inactives show top-dose activity change, negative = cytotoxicity, usual class: cytotoxic; further: potency means the concentration at half of the fitted maximal effect; on the % scale 0 is the no-effect control and ±100 the full control effect; nearly all actives have a fitted effect of over 60% in size
#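 Readout: CellTiter-Glo luminescence, 10 min after addition. Cells: KB-V1 MDR subline, 72 h at 37 degrees C with compound. Analysis: corrected, normalized data fitted to concentration-effect curves.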
# KB-3-1 tox: qHTS assay for MDR1-selective chemotherapeutics: Primary screen using the parental adenocarcinoma cell KB-3-1 | KB-3-1 viability, CellTiter-Glo ATP luminescence, 72 h | Potency, µM (top dose mostly 46.1 µM), for inactives: at the highest dose activity change, negative = cytotoxic, hits mostly cytotoxic | 400,000 compounds, 1.4% hits; further: potency means the concentration at half of the fitted maximal effect; on the % scale 0 is the no-effect control and ±100 the full control effect; nearly all actives have a fitted effect of over 60% in size
#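 72 h, 37 °C compound treatment of KB-3-1 parental cells; CellTiter-Glo added, 10 min, luminescence read. Data corrected against DMSO-only plates and normalized before curve fitting.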
# HT1080 IDH1KD tx: qHTS for induction of synthetic lethality in tumor cells producing 2HG: qHTS for the HT-1080-IDH1KD cell line | HT-1080 IDH1 knockdown viability, ATP luminescence, 48 h | Potency, µM (doses to about 46.1 µM), without a hit: top-dose activity, negative = toxicity, hits mostly cytotoxic | 360,000 compounds, 2% hits;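 further: potency means the concentration at half of the fitted maximal effect; 0% = DMSO wells and -100% = cell-free medium wells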
#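 Knockdown cells (IDH1KD HT-1080) received compounds 2 h after plating at 750 cells/well and were kept 48 h at 37 °C in 5% FBS RPMI. A CellTiter-Glo luminescence read gave % activity for curve fitting.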
# IL-1B inflam inh: qHTS for Inhibitors of Inflammasome Signaling: IL-1-beta AlphaLISA Primary Screen. THP-1 LPS/ATP IL-1B secretion, AlphaLISA, 16 h; active compounds read low. 360,000 compounds, 4.7% hits. AID 743279, 2014. activity change, % at 57.5 µM; in the data active means activity change below about -50%; inconclusive means mostly about -30% to -49%; further: on the % scale 0 is the no-effect control and ±100 the full control effect
#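 Secreted IL-1B measured by AlphaLISA bead assay after 16 h compound exposure of THP-1 cells; compounds (final up to 57.5 uM) added 1 h before LPS (250 ng/mL) and ATP (1.25 mM) stimulation; lower signal means less secretion.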
# ATXN2 expr inh: Primary qHTS for Inhibitors of ATXN expression; AID 1745845, 2022; HEK-293 ATXN2-luciferase reporter, luminescence, 24 h; 360,000 compounds, 0.72% hits; Potency, µM (series often up to 57 µM), without a hit: top-dose activity change, negative = inhibition, most hits filed as inhibitors; further: potency means the concentration at half of the fitted maximal effect; on the % scale 0 is the no-effect control and ±100 the full control effect; nearly all actives have a fitted effect of over 55% in size
#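 ATXN2-luciferase reporter cells (luciferase flanked by upstream and downstream ATXN2 gene portions) were treated 24 h at 37 °C with compounds at up to 57 uM. SteadyGlo luminescence gave expression; GF-AFC fluorescence gave viability.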
# MCF10A rerep: A quantitative high throughput screen for small molecules that induce DNA re-replication in MCF 10a normal breast cells | 350,000 compounds, 2.9% hits | MCF 10A DNA re-replication, Hoechst nuclear intensity, 48 h | Potency, µM (titrated, usually from 46.1 µM), inactives show at the top dose activity, positive = re-replication, most hits filed as activators | AID 624296, 2012; further: potency means the concentration at half of the fitted maximal effect; % of control where 0% means no effect; nearly all actives have a fitted effect of over 50% in size
# ATXN viability: Viability Counterscreen for Primary qHTS for Inhibitors of ATXN expression. 400,000 compounds, 0.49% hits. S2 cells (HEK-293 line with an ATXN2-luciferase reporter) viability, CellTiter-Fluor protease fluorescence, 24 h. Potency, µM (highest dose often 56.7 µM), actives largely listed as cytotoxic; further: potency means the concentration at half of the fitted maximal effect; nearly all actives have a fitted effect of over 40% in size
# An asterisk follows results filed as active; i = inactive; ? = inconclusive; / = not tested or not shown; & = joins results of further samples; [ ] = remark or other dose. Unless noted, the call rests on the fitted dose curve; in most records, active means well fitted curve in the direction sought with a large enough effect; inconclusive means small, poorly fitted or top-dose-only effect, or another doubt; inactive means no such curve, though single readings can be large; an effect the other way counts as inactive or inconclusive.
SMILES,HT1080-NT tox,SW480 rereplic,KB-V1 MDR tox,KB-3-1 tox,HT1080 IDH1KD tx,IL-1B inflam inh,ATXN2 expr inh,MCF10A rerep,ATXN viability
Clc1ccccc1-c1nnc2sc(-c3ccco3)nn12,8%,-6%,-11%,13%,0%,0,4%,9%,i
CCOc1ncccc1C(=O)OCC(=O)N1c2ccccc2CC1C (stereo not drawn),3%[9.24 µM],42%,2%,16%,-2%,23,1%,-8%,i
O=C(c1cc2ccccn2n1)N1CCN(c2cccc(C(F)(F)F)c2)CC1,-11%[9.24 µM],-1%,-6%,?,-2%,?,-21%,-2%,i
CCOC(=O)C1(Cc2cccc(OC)c2)CCN(Cc2cccc(OCC)c2O)CC1,?,11%,-6%,-23%,-13%,-90*,-29%,3%,i
CCCCn1c(-c2ccccc2)nnc1-c1ccccc1,12%,3%,-8%,-6%,14%,-24,-1%,7%,i
CCC(C)(C)n1nnnc1C(c1cc2cc3c(cc2[nH]c1=O)OCO3)N1CCN(C)CC1 (stereo not drawn),0%,0%,-14%,1%,-9%,5,-21%,1%,i
COc1ccc(OC)c(-c2noc(N3CCN(c4cccc(C(F)(F)F)c4)CC3)n2)c1,/,/,?,?,/,/,-32%,/,i
COc1ccc(S(=O)(=O)N2CCOCC2)cc1NC(=O)COc1ccccc1,1%,-94%[inhibitor],11%,-1%,3%,7,6%,3%,i
CCCCCCCCCCCCN1[C@@H](CC(=O)O)c2cc(F)ccc2S1(=O)=O,-1%,-64%[inhibitor],?,0%,-11%,52,4%,?,i
CCCS(=O)(=O)NCCc1csc(-c2ccc(OC)c(OC)c2)n1,-5%,-2%,-1%,-25%,-6%,?,-5%,0%,i
O=c1c2oc3ccccc3c2ncn1Cc1ccc(Br)cc1,/,/,-5%,3%,/,/,6%,/,i
Cc1ccc2cc(C#N)c(NCCNC(=O)C3CCC3)nc2c1C,-1%,?,15µM*,?,0%,7,-25%,?,i
COc1ccccc1CN1CC(C(=O)N(C)CCc2ccccn2)CCC1=O (stereo not drawn),4%,/,9%,1%,7%,16,/,/,i
COCc1cc(CN2CCN(CCCc3ccccc3)C(CCO)C2)ccc1OC (stereo not drawn),0%,-2%,-21%,-6%,-4%,-2,-10%,14%,i
CC(=NNC(=O)CSCC(=O)NN=C(C)c1ccccc1)c1ccccc1,0%,-3%,-12%,-3%,-2%,1,-13%,-2%,i

# One compound at a time (already shown). Order of values: HT1080-NT tox	SW480 rereplic	KB-V1 MDR tox	KB-3-1 tox	HT1080 IDH1KD tx	IL-1B inflam inh	ATXN2 expr inh	MCF10A rerep	ATXN viability
# `COCc1cc(CN2CCN(CCCc3ccccc3)C(CCO)C2)ccc1OC` (stereo not drawn) is listed as 0%	-2%	-21%	-6%	-4%	-2	-10%	14%	i
# `CCCCCCCCCCCCN1[C@@H](CC(=O)O)c2cc(F)ccc2S1(=O)=O` is listed as -1%	-64%[inhibitor]	?	0%	-11%	52	4%	?	i

# Remaining list, next part.
SMILES,HT1080-NT tox,SW480 rereplic,KB-V1 MDR tox,KB-3-1 tox,HT1080 IDH1KD tx,IL-1B inflam inh,ATXN2 expr inh,MCF10A rerep,ATXN viability
CSc1nc2ccc(Br)cc2[nH]1,-12%,-1%,-10%,-2%,-1%,23,3%,1%,i
Cc1ccc2c(c1)sc[n+]2Cc1ccccc1,?,?,10%,-17%,?,13,0%,?,i
COC(=O)c1c(C(=O)OC)c2n(c1C)CCS2,12%,-12%,11%,4%,5%,-3,-7%,0%,?
Oc1ccc(/C=N/N2CCCCC2)c(O)c1,11%,-8%,0%,12%,14%,-1,13%,-14%,i
Cc1nn2c(NCCOCCO)c3c(nc2c1-c1ccccc1)CCC3,-19%,-7%,-2%,-3%,-17%,?,-8%,3%,i
COC(=O)c1ccc(/C=C/C(=O)OCC(=O)c2ccc[nH]2)cc1,1%,-14%,17%,5%,2%,-1,2%,-19%,i
O=C1Nc2ccccc2/C1=C/c1ccccc1Cl,?,-4%,-6%,-28%,?,-12,2%,11%,?
COC(=O)C(CCSC)NC(=O)/C=C/c1ccc(OC)cc1 (stereo not drawn),3%,-10%,8%,-1%,-2%,9,6%,-3%,i
CCOc1ccc(N2CC(C(=O)Nc3ccccc3C(=O)N3CCOCC3)CC2=O)cc1 (stereo not drawn),5%,-71%[inhibitor],22%,10%,20%,9,-12%,-3%,i
Cc1cccc(Cc2c(C)nc3nc(SCC(=O)NCc4ccccc4)nn3c2C)c1,/,/,0%,15µM*,/,/,-23%,/,?
CCCn1c(O)c(CN2CCCCC2)c(C)c(C#N)c1=O,12%,-6%,?,12%,9%,7,-8%,-10%,i
Cn1c(=O)[nH]c(=O)c2c1ncn2CCCc1ccccc1,-2%,-2%,?,?,2%,-5,2%,-9%,i
O=S(=O)(Nc1ccc(Cl)cc1NS(=O)(=O)c1ccccc1)c1ccccc1,?,?,-3%,-13%,?,-6,-39%,?,i
COc1ccc(CNc2ccc(S(N)(=O)=O)cc2)c(OC)c1OC,-5%,-5%,0%,-14%,-3%,-4,9%,-9%,i
CCOc1ccc(-c2cc(N)n(S(=O)(=O)c3ccc(OC)c(OC)c3)n2)cc1,-1%,?,-2%,-18%,-16%,-18,-17%,16%,i
Cc1nc(CCNC(=O)CC2C(=O)NCCN2Cc2ccccc2F)sc1C (stereo not drawn),?,-2%,18%,-7%,-2%,-1,3%,0%,i
COc1ccccc1NS(=O)(=O)c1c(C)[nH]c(C)c1C(=O)N1CCCC1,25%,-5%,21%,-6%,2%,3,-4%,-1%,i
COC(=O)C1=NN[C@H](C(=O)OC(C)(C)C)[C@H]1c1ccccc1,3%,7%,?,?,14%,9,-20%,-26%,i
COc1cccc(NC(=O)Cn2nnc(C(=O)Nc3cc(Cl)ccc3OC)c2N)c1,?,14%,16%,1%,-9%,38,/,-10%,?
CCOC(=O)c1c(NC(=O)COC(=O)Cn2cnc3ccccc32)sc2c1CCC(C)C2 (stereo not drawn),-2%,-2%&-10%,1%,0%,2%,15,-19%,17%&27%,i
CCCCCn1nc(C(=O)OCc2nnc(-c3ccccc3)o2)c2ccccc2c1=O,2%,-3%,?,12%,5%,6,13%,-2%,i
COc1ccc(-n2c(SC(C)C(=O)Nc3ncc(Cl)cc3Cl)nc3ccccc32)cc1 (stereo not drawn),?,?,2.1µM*,21µM*,?,-11,-31%,?,i
COc1ccc(N2C(=O)CC(N3CCC(O)(c4ccc(Br)cc4)CC3)C2=O)cc1 (stereo not drawn),-3%,-2%,1%,-5%,-1%,29,5%,5%,i
CC1CC(C)(C)N(C(=O)CSc2ccc(-c3ccc(F)cc3)nn2)c2ccccc21 (stereo not drawn),?,?,21µM*,-18%,?,-90*,?,25%,i
O=C(Nc1sc2c(c1C(=O)O)CCC2)C(=O)N1CCOCC1,3%,8%,2%,1%,-1%,-1,/,?,i
Cc1ccc(-c2ccc(CCC(=O)O)n2-c2ccc(C(N)=O)cc2)cc1,/,/,7%,-3%,/,/,20%,/,i
COc1ccc(/C(C)=N/NC(=S)NCc2ccco2)cc1,1%,-1%,4%,-3%,-5%,-26,-3%,-1%,i
O=C(Nc1ccc(F)c(Cl)c1)c1cc(C2CCCCN2C(=O)c2cccs2)on1 (stereo not drawn),-21%,/,0%,23µM*,-9%,-15,0%,/,i
Cc1cc(-c2ccco2)c(C#N)c2nc3ccccc3n12,1%,9%,-20%,?,-1%,-12,0%,18µM*,?
COc1cc(/C=C/C(=O)c2c(O)ccc3c(C)cc(=O)oc23)ccc1O,?,4%,?,?,?,-80*,-33%,16%,i
CCN(CC)S(=O)(=O)c1cccc(C(=O)NC(C)C(c2cccs2)N2CCCC2)c1 (stereo not drawn),10%,1%,-4%,3%,14%,0,/,-2%,i
O=S1(=O)CCN(OCc2ccc(Cl)cc2)CC1,0%,-6%,?,0%,5%,4,4%,-1%,i
O=C(NNC(=O)c1ccccc1O)c1ccc(NS(=O)(=O)c2ccc(F)c(F)c2)cc1,-15%,?,-7%,?,-25%,22,-22%,7%,i
Cc1ccc(NCCCn2cnc(C(=O)Nc3ccc(C)c(C)c3)n2)cc1C,1%,-7%,?,-20%,-8%,-6,2%,-1%,i
CC1(C)CC(=O)C=C(c2cccc3c2oc2ccccc23)C1,4%,-32%[inhibitor],-10%,-4%,3%,-17,22%,80%,i
COc1ccc(CNC(=O)CSc2nnnn2Cc2ccccc2)cc1,?,?,?,16µM*,?,22,-13%,?,i
COc1ccc(S(=O)(=O)N2CCCCC2)cc1NC(=O)c1ccc(CS(C)(=O)=O)cc1,-6%,0%,-14%,?,-10%,-22,10%,-2%,i
COc1cc(-c2nc3ccccn3c2/N=C/c2cc(OC)c(O)cc2Cl)ccc1O,0%,14%,-8%,2%,1%,2,5%,6%,i
CC(=O)Oc1cc2oc(=O)cc(C)c2cc1OC(C)=O,-13%,6%,?,?,-10%,26,-7%,11%,/
Cc1cc(C)nc(SCCn2c(N3CCOCC3)nc3c2c(=O)[nH]c(=O)n3C)n1,6%,-32%,0%,-4%,4%,43,-15%,-23%[9.22 µM],i
Cc1ccc(NC(=O)Nc2cccs2)c(Cl)c1,-19%,11%,-17%,-12%,-21%,-15,37%[activator],20%,i
COc1ccc(-c2csc(NC(=O)C3CCCCN3S(=O)(=O)c3ccccc3)n2)cc1 (stereo not drawn),-15%,10%,-12%,?,-14%,-26,-23%,?,i
CC(=O)c1ccc(OCCN2CCOCC2)cc1,1%,-5%,3%,-10%,-3%,1,6%,1%,i

# Not a hit list; any-hit rate near 11%.
